# PfHsp40 rescue – restores yeast growth despite PfHsp40 toxicity; S. cerevisiae expressing PfHsp40, growth rescue, ATP luminescence; growth rescue, % at 12.5 µM; 0.68% of 340,000 active; in the data active means growth rescue above about 28%, passing the limit was not always enough; inconclusive means no clear call, values can overlap the other calls;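 further: yeast W303a lacking pdr1 and pdr3 grown in galactose medium; growth measured after three days at 30 °C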
# FBA Mtb inh – inhibits M. tuberculosis FBA enzyme; purified M. tuberculosis FBA, fluorescence read-out; 2.3% of 360,000 active; P9WQA3; inhibition, % at 1 µM; AID 588726; in the data active means inhibition above about 27%;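 further: 0% = vehicle and 100% = reference inhibitor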
# Target sequence (P9WQA3 whole entry, looked up): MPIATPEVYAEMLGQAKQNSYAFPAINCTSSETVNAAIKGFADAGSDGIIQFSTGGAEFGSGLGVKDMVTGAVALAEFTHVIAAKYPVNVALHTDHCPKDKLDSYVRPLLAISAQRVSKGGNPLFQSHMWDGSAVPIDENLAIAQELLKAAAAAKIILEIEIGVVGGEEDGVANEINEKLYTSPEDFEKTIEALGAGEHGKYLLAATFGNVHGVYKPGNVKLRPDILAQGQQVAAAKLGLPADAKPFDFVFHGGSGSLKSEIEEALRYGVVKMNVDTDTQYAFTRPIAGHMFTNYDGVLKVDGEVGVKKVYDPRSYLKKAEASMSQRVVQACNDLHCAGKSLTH
# BioA inh – BioA (M. tuberculosis) enzyme inhibition; 0.096% of 360,000 active; inhibition, % at 9.99 µM; AID 602481; purified M. tuberculosis BioA enzyme, plate reader; in the data active means inhibition above about 40%; inconclusive means no clear call, values can overlap the other calls
# FadD28 binding – blocks FadD28 binding to the bisubstrate probe | inhibition, % at 12.5 µM | 0.22% of 360,000 active | fluorescence polarization | AID 588549; in the data active means inhibition above about 8.5%, passing the limit was not always enough; inconclusive means no clear call, values can overlap the other calls
# GDH-TPI inh – counter-screen for M. tuberculosis FBA inhibitors: GDH-TPI coupled enzymes; GDH-TPI coupled enzyme counterscreen, NADH absorbance; AID 588335; 1.2% of 360,000 active; inhibition, % at 4.8 µM; in the data active means inhibition above about 30%;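 further: 0% = DMSO wells and 100% = wells lacking the enzyme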
# Anthrax LF inh2 – anthrax lethal factor protease inhibition; P15917; multiplex microsphere protease cleavage assay, LF; inhibition, % at 10 µM; 0.12% of 360,000 active; further: plate controls were buffer without enzyme for full effect and enzyme alone for no effect
# BoNT-A LC inh2 – BoNT A light chain protease inhibition. multiplex microsphere protease substrate cleavage, flow cytometry. inhibition, % at 10 µM. 0.17% of 360,000 active. AID 588499; further: plate controls were buffer without enzyme for full effect and enzyme alone for no effect
# Mtb UGM inh – Mtb UDP-galactopyranose mutase inhibition | purified UGM, fluorescence polarization probe displacement | inhibition, % at 10 µM | 0.06% of 320,000 active; in the data active means inhibition above about 10%, passing the limit was not always enough; inconclusive means no clear call, values can overlap the other calls
# Target sequence (P9WIQ1 whole entry, looked up): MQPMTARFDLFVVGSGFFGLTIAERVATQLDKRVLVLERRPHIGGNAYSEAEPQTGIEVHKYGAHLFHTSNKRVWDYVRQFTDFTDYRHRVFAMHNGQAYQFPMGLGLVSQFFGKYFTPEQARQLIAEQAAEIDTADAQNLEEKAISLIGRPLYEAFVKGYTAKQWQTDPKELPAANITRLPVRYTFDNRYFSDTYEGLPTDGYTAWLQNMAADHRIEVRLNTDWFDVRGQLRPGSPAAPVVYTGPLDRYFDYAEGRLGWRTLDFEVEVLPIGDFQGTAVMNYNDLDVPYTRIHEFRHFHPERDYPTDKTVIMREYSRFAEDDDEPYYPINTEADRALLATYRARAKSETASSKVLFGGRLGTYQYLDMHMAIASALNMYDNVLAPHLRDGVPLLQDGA
# BoNT F protease – blocks Botulinum neurotoxin F light chain protease; AID 588497; inhibition, % at 10 µM; Multiplex microsphere protease cleavage assay, flow cytometry; 0.22% of 360,000 active; in the data active means inhibition above about 35%, passing the limit was not always enough; inconclusive means no clear call, values can overlap the other calls; further: plate controls were buffer without enzyme for full effect and enzyme alone for no effect
# Active calls of the source: *; ? = inconclusive; . = no result given; & = joins results of further samples. Unless noted, no stated cut-off is given here; in the data, active means inhibition above about 30%; inconclusive means no clear call, values can overlap the other calls; inactive means below that.
SMILES,PfHsp40 rescue,FBA Mtb inh,BioA inh,FadD28 binding,GDH-TPI inh,Anthrax LF inh2,BoNT-A LC inh2,Mtb UGM inh,BoNT F protease
O=c1cc(-c2ccc(C3CCCCC3)cc2)[nH][nH]1,-0.7,0,.,-1.7,2,0,1.0,-1.2,5
CC(C)C(=O)Nc1ccc(C(=O)Nc2nnc(C(C)(C)C)s2)cc1,0.9,2,.,-1.3,10,-6,-1.8,-1.3,2
CC(O)(c1cccnc1)c1nc(-c2ccc3ccccc3c2)cs1 (stereo unspecified),.,0,-1.2,-5.0,-3,-2,0.3,.,2
COC(=O)Cn1c(O)c(N=NC(=O)OC)c2ccccc21,0.6,-3,-0.7,-0.2,32*,-3,0.4,0.7,-7
Cc1ccc[n+](-c2[nH]c(=O)sc2/C=N/N=C(\[O-])CCn2c3ccccc3c3ccccc32)c1,4.5,-4,-1.0,-4.2,21,-6,-1.0,-1.3,?
COc1ccc(OC)c(/C=C(\C)C(=O)c2c(C)cc(C)[nH]c2=O)c1,5.4,-1,3.3,-2.8,6,-7,-4.0,-2.7,?
CN(C)c1ccc(/C=C/c2cc[n+](C)cc2)cc1,0.7,-30,.,-6.6,8,-8,-3.2,-3.1,-7
Clc1ccccc1-c1nnc2n1CCCCC2,0.7,1,0.3,1.0,-3,37*,-10,-1.0,-17
COc1ccc(C=O)cc1C1=CC(=O)C[C@H](c2ccc(Cl)cc2)C1,2.2,0,-0.6,-3.2,-9,-3,0.5,0.7,15
O=C(CCc1nc2ccccc2s1)N1CCN(S(=O)(=O)c2cccs2)CC1,0.3,-5,.,-2.2,-6,-3,2.6,-1.3,-22

# Fetched by structure from the entries so far (5):
SMILES,PfHsp40 rescue,FBA Mtb inh,BioA inh,FadD28 binding,GDH-TPI inh,Anthrax LF inh2,BoNT-A LC inh2,Mtb UGM inh,BoNT F protease
O=c1cc(-c2ccc(C3CCCCC3)cc2)[nH][nH]1,-0.7,0,.,-1.7,2,0,1.0,-1.2,5
COc1ccc(OC)c(/C=C(\C)C(=O)c2c(C)cc(C)[nH]c2=O)c1,5.4,-1,3.3,-2.8,6,-7,-4.0,-2.7,?
Cc1ccc[n+](-c2[nH]c(=O)sc2/C=N/N=C(\[O-])CCn2c3ccccc3c3ccccc32)c1,4.5,-4,-1.0,-4.2,21,-6,-1.0,-1.3,?
O=C(CCc1nc2ccccc2s1)N1CCN(S(=O)(=O)c2cccs2)CC1,0.3,-5,.,-2.2,-6,-3,2.6,-1.3,-22
CC(C)C(=O)Nc1ccc(C(=O)Nc2nnc(C(C)(C)C)s2)cc1,0.9,2,.,-1.3,10,-6,-1.8,-1.3,2

# Taken from above:
# Result of `COc1ccc(OC)c(/C=C(\C)C(=O)c2c(C)cc(C)[nH]c2=O)c1` under Anthrax LF inh2: -7
# Result of `Clc1ccccc1-c1nnc2n1CCCCC2` under Anthrax LF inh2: 37*
# Result of `CC(O)(c1cccnc1)c1nc(-c2ccc3ccccc3c2)cs1` (stereo unspecified) under BioA inh: -1.2
# Result of `CC(C)C(=O)Nc1ccc(C(=O)Nc2nnc(C(C)(C)C)s2)cc1` under Mtb UGM inh: -1.3
# Result of `Cc1ccc[n+](-c2[nH]c(=O)sc2/C=N/N=C(\[O-])CCn2c3ccccc3c3ccccc32)c1` under BioA inh: -1.0
# Result of `O=c1cc(-c2ccc(C3CCCCC3)cc2)[nH][nH]1` under GDH-TPI inh: 2

# (list continues)
SMILES,PfHsp40 rescue,FBA Mtb inh,BioA inh,FadD28 binding,GDH-TPI inh,Anthrax LF inh2,BoNT-A LC inh2,Mtb UGM inh,BoNT F protease
CCOC(=O)c1cnc2c(-c3ccccc3)c(-c3ccccc3)nn2c1C,-1.3,0,-1.5,1.5,14,2,0.5,-0.2,4
CC(C)OC(=O)c1cc(C(=O)c2cc(Cl)ccc2O)coc1=N,-0.3,2,0.9,-0.6,10,0,0.8,5.3,3
O=C(CSc1nnc2ccccn12)NC(=O)c1ccccc1,0.3,12,0.1,-2.8,-3,-3,0.3,-1.4,-13
CCN(CC)C(=O)c1ccc(-c2ccccc2)cc1,0.9,2,.,-2.4,0,0,-0.6,0.4,2
CN(Cc1ccccc1Br)C(=O)CSc1nnnn1C1CC1,-0.6,-4,0.5,-2.7,-2,-1,3.3,-0.2,4
O=C(COC(=O)c1ccncc1)NCc1ccccc1,0.2,-1,-1.0,-1.3,-8,2,0.0,0.9,1
COC(=O)c1ccc(CNC(=O)c2ccc(OC)c(S(=O)(=O)NC3CCCC3)c2)cc1,0.2,0,1.0,-1.8,0,1,-0.1,-0.1,-1
Cc1cccc(N(C(=O)CNC(=O)c2ccco2)C(C(=O)NC2CCCC2)c2cccnc2)c1C (stereo unspecified),0.1,-7,-0.7,-2.7,-8,-1,1.1,1.3,2
CCOC(=O)CCC(=O)Nc1cc(S(=O)(=O)N2CCOCC2)ccc1N1CCCCC1,0.0,4,-3.5,-1.7,12,1,3.1,0.8,11
Cc1oc2ccc(NS(=O)(=O)c3ccc(C(C)(C)C)cc3)cc2c1C(=O)Nc1ccccc1,3.3,0,-0.7,-0.9,1,-4,-1.0,-2.7,-15
CC(=O)Nc1ccc(C(=O)Nc2cccc(S(=O)(=O)NC3=NCCC3)c2)cc1,0.3,7,.,-0.6,3,.,.,0.3,.
COc1ccc(/C=C(\NC(=O)c2ccc(OC)cc2)C(=O)Nc2cccc(C(=O)O)c2)cc1,0.7,2,-0.6,0.1,24,-7,-1.4,0.2,3
CN(CC(=O)Nc1cccc(F)c1)CC(=O)N1CCCCC1,-1.2,5,1.5,-0.4,2,3,-0.2,2.6,-1
S=C1NC[C@H](c2ccccc2)N1CCCCC1CCCCC1,330*,0,-1.6,-2.2,-1,-2,0.1,3.4,-2
Cc1cc([N+](=O)[O-])nn1CCCC(=O)Nc1sc2c(c1C(N)=O)CCCC2,-0.9,-1,3.1,-1.7,18,0,0.7,-2.7,-7
C=CC[C@H](CC(=O)N(CCO)Cc1ccccc1)C(=O)NCCOC(=O)[C@@H](CC=C)CC(=O)OC(C)(C)C,0.8,2,-2.3,-1.3,2,-1,0.0,5.4,-3
O=C(/C=C/c1ccccc1)NC(NC(=S)Nc1cc(Cl)ccc1Cl)C(Cl)(Cl)Cl (stereo unspecified),-1.0,-2,.,-0.6,-9,1,0.8,-1.1,-1
CC(C)Cn1c(N)c(C(=O)COC(=O)C2CC(=O)N(c3ccc4c(c3)OCCO4)C2)c(=O)n(C)c1=O (stereo unspecified),-0.1,-2,1.2,-2.1,2,4,1.4,-0.7,3
O=C(NCCN1C(=O)C2C3C=CC(C3)C2C1=O)N1CCOCC1 (stereo unspecified),-0.2,3,-6.7,1.0,5,-1,0.1,0.3,1
COCCN1Cc2cccc(C(=O)Nc3ccc(S(=O)(=O)N4CCOCC4)cc3)c2C1=O,-0.3,7,.,-0.6,-7,-4,-0.3,2.3,-5
COc1ccc(/C=C/C(=O)c2ccc(O)cc2)cc1COc1ccc(F)cc1,13,-1,-2.2,-2.7,19,3,1.0,1.5,-3
N#Cc1ccc(-c2cccnc2)nc1SCC(=O)c1ccccc1,0.7,-6,-0.2,-7.6,30,.,.,-3.2,.
Cn1cc(S(=O)(=O)NCc2ccco2)c(=O)n(C)c1=O,-1.7,0,-1.4,0.3,5,-2,-0.3,3.2,4
CC1CN(C(=O)COC(=O)c2ccc(Cl)c(N)c2)CC(C)O1 (stereo unspecified),-2.3,2,-0.8,-4.7,-8,-2,0.4,-0.9,6
Cc1cc(C(=O)NCCc2ccc(Cl)cc2)no1,0.5,3,-0.5,-5.0,-8,-3,-0.7,-0.9,-1
Nc1cc(=O)[nH]c(SCC(=O)Nc2ccccc2-c2ccccc2)n1,0.2,0,-2.4,-2.9,-6,6,-2.5,0.9,0
O=C(COC(=O)COc1ccc(Br)cc1)NCCC1=CCCCC1,0.1,0,-0.5,-3.3,0,-2,-0.4,.,-12
NS(=O)(=O)c1ccc(NC(=S)N2CCc3ccccc32)cc1,0.0,1,-0.7,-0.2,11,.,.,-1.5,.
Fc1cccc(F)c1/C=N/Nc1ccccn1,0.8,0,.,-0.3,14,-5,-1.7,-2.5,-6
Cc1ccc(NC(=O)CSc2nnc([C@H](C)NC(=O)OC(C)(C)C)o2)c(C)c1,0.9,5,-2.3,-2.6,-5,.,.,3.6,.
CCN(CC)c1ccc(NC(=O)COc2ccccc2C)cc1S(=O)(=O)Nc1ccccc1OC,-1.6,-1,.,-2.1,-3,1,-0.8,0.8,-6
Cc1cc(OC(C)C(=O)NCc2cccnc2)c2c(C)c(C)c(=O)oc2c1 (stereo unspecified),-2.0,14,-0.7,-3.5,-3,-4,0.9,-0.8,0
CC1Cc2ccccc2N1C(=O)c1ccc(N2CCCC2)c([N+](=O)[O-])c1 (stereo unspecified),3.7,-3,-0.4,-1.3,15,-4,-0.2,1.6,-4
Cc1nnc(SCc2nnc(-c3ccccc3)o2)n(N)c1=O,-1.2,-1,0.3,0.1,-3,0,-0.8,1.2,-3
Clc1ccc2nncn2n1,0.2,3,.,0.9,9,-1,-0.7,-1.1,-1
OCC[C@@H]1C[C@H](O)[C@@H](O)[C@@]2(Cc3ccccc3CCO2)O1,-0.7,2,-1.0,0.5,3,-1,-0.5,-1.4,1
O=C1CCN(Cc2ccc(Br)cc2)CCN1CCO,-1.4,0,0.0,0.6,3,0,-0.2,1.5,0
CC(=O)Nc1ccc(S(=O)(=O)CC(=O)CS(=O)(=O)c2ccc(NC(C)=O)cc2)cc1,.,2,1.2,-5.5,13,-4,-0.1,.,-9
O=C(NCCc1ccc2c(c1)OCCO2)c1ccc(F)cc1,-0.8,3,.,1.0,3,-3,-1.6,-2.7,-10
CCOC(=O)Cn1cnc([N+](=O)[O-])n1,3.2,2,1.2,-3.4,-5,-2,0.1,.,2
COc1ccc(Cc2nnc(N/N=C/c3ccc(Br)cc3)[nH]c2=O)cc1OC,-0.1,-1,-1.6,-3.5,26,-2,-0.6,-0.8,-3
CCCCC1OC23CCCCC2C(C#N)(C(=N)O3)C1(C#N)C#N (stereo unspecified),0.2,42*,.,0.3,-11,-4,-0.4,2.4,2
CN(C)S(=O)(=O)c1ccc(NC(=O)c2cc3ccccc3o2)cc1,2.0,3,44*,-6.0,21,-2,1.0,-2.7,1
COc1ccc(S(=O)(=O)Nc2ccc3c(c2)C(=O)N([C@H](C)CO)C[C@H](C)[C@@H](CN(C)S(=O)(=O)c2ccc(F)cc2)O3)cc1,0.6,2,-3.0&-3.0,0.3,1,-1,-0.3,-0.2,0
O=C(NCc1cccs1)c1ccc(Br)o1,-1.6,2,-0.7,-3.0,-11,2,-0.6,-1.0,-5
COc1ccccc1/C=C/C(=O)NCC(=O)N/N=C/c1cccnc1,-1.7,10,.,-0.7,10,-1,-0.6,-3.8,2
CC(=O)Oc1ccccc1C(=O)N(C1CCCCC1)C1CCCCC1,1.7,1,1.1,-0.8,3,-5,-0.5,1.7,-7
COc1cc(S(=O)(=O)NC2CCCCC2C)ccc1Cl (stereo unspecified),-1.6,1,1.3,-2.6,10,-1,-0.3,-0.2,2
C[N+](C)(CC#Cc1ccccc1)CC(=O)c1ccc(Cl)cc1,1.2,0,.,0.7,1,0,-0.1,0.2,-1
CCCS(=O)(=O)NC(=O)C1(C)CCCN(C(=O)COc2ccccc2)C1 (stereo unspecified),.,2,-3.7,0.0,2,-2,-0.2,.,-4

# Other results.
SMILES,PfHsp40 rescue,FBA Mtb inh,BioA inh,FadD28 binding,GDH-TPI inh,Anthrax LF inh2,BoNT-A LC inh2,Mtb UGM inh,BoNT F protease
N#CCCN(C(=O)COC(=O)COc1ccccc1Cc1ccccc1)c1ccccc1,2.7,-3,-1.2,-2.7,-5,-5,0.8,-0.2,0
OCC1(Cc2ccc(F)cc2)CCCN(CCCC(F)(F)F)C1 (stereo unspecified),-0.8,-2,6.4,-3.6,14,-5,-1.3,-1.8,13
Cc1cccc(-c2noc(CNS(=O)(=O)c3ccccc3)n2)c1,12,-1,-1.3,-2.8,-7,0,-0.3,1.0,-3
S=C(NCc1ccccc1)Nc1cccc2cnccc12,1.6,-2,1.1,-1.1,0,-4,-0.3,-1.4,-3

# High-throughput results deposited in PubChem by several laboratories.

# This is a random part of the collection. Share with any hit: about 4.7%.
